Assay outcomes as filed in PubChem.
Epigenetic reg = Quantitative High-Throughput Screen for Regulators of Epigenetic Control | murine LDR cells, GFP reporter derepression, 30 h | Potency, µM (top dose mostly 53.9 µM), for inactives: top-dose GFP activation, actives largely listed as activators | 280,000 compounds, 0.2% hits | AID 1865, 2009; further: potency means the concentration at half of the fitted maximal effect; % of control where 0% means no effect; nearly all actives have a fitted effect of over 60% in size
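Reporter derepression read as number of fluorescent GFP-positive objects, 20-120 um in size, counted by laser-scanning cytometer. Mouse LDR line with an epigenetically silenced CMV-GFP locus; compound incubation 30 h, 37 C.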
CBFb-RUNX1 inh = qHTS Assay for Compounds Blocking the Interaction Between CBF-beta and RUNX1 for the Treatment of Acute Myeloid Leukemia; Potency, µM (titrated, usually from 59.8 µM), for the others: top-dose activity, negative = inhibition, hits mostly inhibitors; AlphaScreen CBFb-His/RUNX1-biotin binding, biochemical; AID 1477, 2009; 230,000 tested, under 10 active; further: % of control where 0% means no effect
Target sequence (Q01196 whole entry, looked up): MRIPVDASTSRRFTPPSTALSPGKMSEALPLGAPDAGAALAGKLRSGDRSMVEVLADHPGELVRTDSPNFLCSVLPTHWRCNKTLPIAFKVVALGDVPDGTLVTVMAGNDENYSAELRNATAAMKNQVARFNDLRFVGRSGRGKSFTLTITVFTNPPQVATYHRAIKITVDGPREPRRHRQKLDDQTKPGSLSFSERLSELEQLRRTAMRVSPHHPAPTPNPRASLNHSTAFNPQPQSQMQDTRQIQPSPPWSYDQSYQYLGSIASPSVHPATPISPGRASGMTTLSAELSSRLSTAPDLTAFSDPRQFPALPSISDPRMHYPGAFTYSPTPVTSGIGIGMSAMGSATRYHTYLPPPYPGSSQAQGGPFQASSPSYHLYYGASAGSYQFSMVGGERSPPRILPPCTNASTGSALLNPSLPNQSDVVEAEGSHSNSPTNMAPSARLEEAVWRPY
Target sequence (Q13951 whole entry, looked up): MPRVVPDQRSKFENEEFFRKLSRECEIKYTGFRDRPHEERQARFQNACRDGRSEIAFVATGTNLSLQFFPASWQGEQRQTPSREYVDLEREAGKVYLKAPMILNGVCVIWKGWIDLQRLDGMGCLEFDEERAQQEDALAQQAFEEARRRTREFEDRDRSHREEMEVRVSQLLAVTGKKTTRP
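CBFb-His/RUNX1-biotin, 30 nM each, preincubated 20 min RT; compound 15 min RT; Ni + streptavidin beads 50 ng each, 90 min RT; AlphaScreen read.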
LMNA splice mod = qHTS Assay for Modulators of Lamin A Splicing; 200,000 compounds, 0.01% hits; Potency, µM (doses to about 46.1 µM), without a hit: at the top dose ratio change, negative = inhibition, usual class: inhibitors; HeLa LMNA splicing GFP/RFP minigene ratio, 48 h; active means well fitted inhibition curve with a large enough effect in the signal ratio, with a control signal flat, not every such curve was filed as active; inconclusive means small, poorly fitted or top-dose-only effect, or effect the other way, or a change in a side signal; the % refers to the signal ratio; further: potency means the concentration at half of the fitted maximal effect; on the % scale 0 is the no-effect control and ±100 the full control effect
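S3 HeLa stable clones carrying a lamin A-EGFP splicing minigene plus DsRed2 were seeded at 600 cells/well in Opti-MEM with 2% FBS, pin-dosed and incubated 48 h at 37°C. Acumen cytometry (488 nm) gave the GFP/RFP total-intensity ratio.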
IMPase Li inh = qHTS Assay for Identifying the Cell-Membrane Permeable IMPase Inhibitors: Potentiation with Lithium. CHO-M1 cells, IP1 TR-FRET (IP-One), carbachol + lithium. Potency, µM (top dose mostly 59.4 µM), without a hit: top-dose activity, negative = IMPase inhibition, actives largely listed as inhibitors. 210,000 compounds, 0.35% hits. AID 1457, 2008;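 further: IP1 builds up when IMPase is blocked and the TR-FRET signal falls; potency means the concentration at half of the fitted maximal effect; plate controls were basal vehicle for no effect and high inhibitor control for full effect; nearly all actives have a fitted effect of over 50% in size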
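CHO cells stably expressing M1 receptor (2000/well, cultured 16–30 h) treated 30 min at 37C with compound plus low lithium. Cytosolic IP1 by TR-FRET (665/620 ratio and 620 channel) after 10 min lysis; AC50 by Hill fit.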
HttQ103 aggreg = qHTS Multiplex Assay to Identify Dual Action Probes in a Cell Model of Huntington: Aggregate Formation (GFP). PC12 HttQ103-GFP aggregates, Acumen cytometry, 40 h. Potency, µM (titrated, usually from 46.1 µM), without a hit: at the highest dose activity change, negative = inhibition, hits mostly inhibitors. 220,000 compounds, 1.1% hits. AID 1688, 2009; further: potency means the concentration at half of the fitted maximal effect; on the % scale 0 is the no-effect control and ±100 the full control effect; nearly all actives have a fitted effect of over 60% in size
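Compounds (qHTS titration) were added to PC12 cells expressing an ecdysone-driven HTT exon 1 Q103–GFP fusion after induction with 100 nM tebufenozide. Aggregate formation was measured as GFP objects in cell lysates.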
KinaseGlo FLuc = Counterscreen for Luciferase (Kinase-Glo TM) Inhibition; Kinase-Glo luciferase, ATP luminescence, 8 min; Luciferin 4-monooxygenase (Photuris pensylvanica), Q27757; Potency, µM (top dose mostly 38.3 µM), for inactives: at the top dose activity change, negative = inhibition, hits mostly inhibitors; 200,000 compounds, 0.28% hits; AID 1379, 2008; further: potency means the concentration at half of the fitted maximal effect; on the % scale 0 is the no-effect control and ±100 the full control effect; nearly all actives have a fitted effect of over 60% in size
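Inhibition of Kinase-Glo luciferase light generation was assessed at 10 uM ATP in pH 7.2 imidazole buffer, with luminescence measured after eight minutes at ambient temperature.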
NPSR antagonist = qHTS Assay for Antagonists of the Neuropeptide S Receptor: cAMP Signal Transduction; Potency, µM (series often up to 38.3 µM), for inactives: at the top dose activity change, negative = inhibition, usual class: inhibitors; CHO-NPSR cells, cAMP TR-FRET, antagonist mode; 220,000 compounds, 1% hits; AID 1461, 2008; further: potency means the concentration at half of the fitted maximal effect; on the % scale 0 is the no-effect control and ±100 the full control effect; nearly all actives have a fitted effect of over 50% in size; many of its hits are not listed in these tables
Target sequence (Q6W5P4 whole entry, looked up): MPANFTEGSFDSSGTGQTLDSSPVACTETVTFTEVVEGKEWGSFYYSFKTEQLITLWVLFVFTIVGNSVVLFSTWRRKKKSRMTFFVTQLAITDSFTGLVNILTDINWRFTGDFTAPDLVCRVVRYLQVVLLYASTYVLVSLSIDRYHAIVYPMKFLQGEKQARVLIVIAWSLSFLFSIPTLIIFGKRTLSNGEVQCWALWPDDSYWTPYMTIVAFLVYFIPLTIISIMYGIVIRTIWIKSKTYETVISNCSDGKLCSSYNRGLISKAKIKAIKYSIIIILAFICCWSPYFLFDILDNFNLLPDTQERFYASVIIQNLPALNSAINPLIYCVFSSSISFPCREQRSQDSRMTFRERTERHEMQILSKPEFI
* marks the source's active call; other numbers are inactive results; ? = inconclusive; nt = no result given; & = joins results of further samples; [ ] = dose if it differs, or a comment. Unless noted, the call rests on the fitted dose curve; in most records, active means well fitted curve in the direction sought with a large enough effect; inconclusive means small, poorly fitted or top-dose-only effect, or another doubt; inactive means no such curve, though single readings can be large; an effect the other way counts as inactive or inconclusive.

SMILES | Epigenetic reg | CBFb-RUNX1 inh | LMNA splice mod | IMPase Li inh | HttQ103 aggreg | KinaseGlo FLuc | NPSR antagonist
CC1(C)Cc2c(c(N3CCOCC3)nc3sc(-c4ccc(C(=O)O)o4)c(N)c23)CO1 | 0.8% | ? | -10% | ? | 3% | -1% | ?
COC(=O)N1C2(C=CC1(C)C(=O)NCc1ccc(N(C)C)cc1)CCCCC2 (configuration not stated) | 1.1% | 3% | nt | 2% | nt | -4% | nt
CCCc1nc2oc3c(NCC(C)O)ncnc3c2c2c1CCCC2 (configuration not stated) | -2.4% | -10% | nt | nt | 11%[9.22 µM] | nt | 4%
COCC(C)n1c(SCC(=O)c2cc(C)n(C)c2C)nc2ccccc2c1=O (configuration not stated) | -4.5% | ? | -13%[46 µM] | 16% | 7% | -2% | -25%
CC1(c2cccs2)CC(c2cccs2)=C(C#N)C(=O)N1 (configuration not stated) | 0.3% | 4% | 17% | -2%[38.3 µM] | -7% | 1% | -25%[46.1 µM]
O=C(O)c1cc(N(Cc2ccccc2O)Cc2cc(O)ccc2O)ccc1O | 4.0%&7.6% | ? | nt | -5%&-3% | nt | 2%[39.9 µM] | nt
CCC(C)C1NC(=S)N(Cc2ccccc2)C1=O (configuration not stated) | -2.2% | 3% | 5%[0.0737 µM] | 2%[38.3 µM] | 14% | 4% | 0%[46.1 µM]
COc1ccccc1NC(=O)c1c(Nc2ccccc2F)sc(C(=O)Nc2cccc(Cl)c2)c1N | -1.5% | -12% | ? | -2% | -5% | 4% | -27%
CCOCCCNS(=O)(=O)c1ccc(NC(=O)c2ccc(OC)c([N+](=O)[O-])c2)cc1 | -1.0% | 3% | ? | 6% | 17% | 0% | -8%
COc1ccc(C(=O)C[n+]2cccc(Br)c2)cc1 | 0.1% | 1% | nt | nt | -8%[9.22 µM] | nt | 47%
O=C(N/N=C\c1ccc(Cl)cc1Cl)c1sccc1-n1cccc1 | -0.9% | -16% | 2% | 11%[38.3 µM] | -20% | 3% | ?
CC(=O)Nc1ccc(S(=O)(=O)N2CCN(C(=O)N3CCOCC3)CC2)cc1 | 0.0% | 7% | -4% | 29%[38.3 µM] | -27% | 2% | -12%[46.1 µM]
Cc1nc(CC(=O)Nc2nc(-c3ccccc3)cs2)cs1 | ? | 3% | 8% | 6%[38.3 µM] | -12% | -2% | -15%[46.1 µM]
Cc1ccc(OCCCC(=O)Nc2nccs2)cc1 | 0.0% | 0% | -4% | 3%[38.3 µM] | -2% | 0% | -9%[46.1 µM]
Cc1ccc(CC(=O)NCCCn2ccnc2)cc1 | -0.5% | 6% | nt | 3% | 21% | 3% | 13%
COc1ccc(OCc2nc(C#N)c(NCCCn3ccnc3)o2)cc1 | 1.1% | -16% | nt | -3% | 7%[9.22 µM] | 1% | 4%
O=C(CSc1ccc2nnc(-c3cccnc3)n2n1)N1CCOCC1 | -2.5% | -8% | -3% | -11%[38.3 µM] | 2% | 0% | 5%[46.1 µM]
Cc1nc2cc(NC(=O)N3CCN(c4ccccn4)CC3)ccc2o1 | -0.7% | -4% | -4% | -9%[38.3 µM] | 29% | -2% | -3%[46.1 µM]
C=CCn1c(SCc2nc3ccccc3c(=O)[nH]2)nc2ccccc2c1=O | -1.6% | -4% | 3% | 35%[38.3 µM] | -7% | 3% | -10%[46.1 µM]
O=C(CN(Cc1ccccc1)S(=O)(=O)c1ccc(F)cc1)NCCC1=CCCCC1 | -1.1% | 14% | 21% | 16%[38.3 µM] | -26% | 4% | ?
S=C(N/N=C/c1ccc(Cl)c(Cl)c1)Nc1ccccc1Cl | 0.0% | -1% | nt | 17% | -14% | -2% | -44%
O=C(O)c1ccc(C(=O)C(=O)c2ccccc2)cc1 | -3.1% | 4% | -1%[46 µM] | nt | -3%[9.22 µM] | nt | -18%
Cc1ccc(NC(=O)c2ccco2)c(NC(=O)Cc2cccs2)c1 | -1.0% | 7% | -2% | 19%[38.3 µM] | -3% | -4% | 6%[46.1 µM]
Fc1ccc(NC(=S)NC2CCN(Cc3ccccc3)CC2)cc1 | -3.9% | 3% | -2%[46 µM] | 1% | -17%[9.22 µM] | 2% | 7%
CC(=O)Nc1ccc(NC(=O)CN(c2ccc(C(C)C)cc2)S(=O)(=O)c2ccccc2)cc1 | 1.8% | 14% | nt | 5% | 0% | 1% | -13%
Cc1ccc(C(=O)c2ccc(N3CCN(C)CC3)c([N+](=O)[O-])c2)cc1 | -1.3% | -6% | ? | -3% | 2% | -2% | 16%
CCCCOc1ccc(C(=O)N/C(=C/C=C/c2ccccc2)C(=O)O)cc1 | -6.1% | 0% | nt | 8% | 7% | 2% | 4%
COCCNC(=O)CSc1nc2ccccc2c2nc(C)nn12 | 0.0% | -5% | 6% | 8%[38.3 µM] | 14% | -4% | 3%[46.1 µM]
Cc1cccc(N(CC(=O)Nc2ccccc2F)S(C)(=O)=O)c1 | -5.4% | 10% | ? | 19%[38.3 µM] | -5% | 1% | 0%[46.1 µM]
CCOC(=O)Cc1csc(CC(N)=O)n1 | 2.3% | 9% | nt | nt | -20%[9.22 µM] | nt | 15%
C/C=C/C(=O)NCCc1ccc(OC)c(OC)c1 | -2.3% | -12% | nt | -4% | -9% | -4% | 17%
COc1ccc(C(=O)NCC(=O)NCC2(N(C)C)CCCCC2)cc1OC | -3.0% | -3% | 4% | -2%[38.3 µM] | -2%[9.22 µM] | 5% | -2%[46.1 µM]
CSCCC(NC(=O)c1c(C)oc2c1CCCC2)C(=O)O (configuration not stated) | -1.0% | -2% | -6% | 24%[38.3 µM] | -30% | 2% | 0%[46.1 µM]
CNC(=S)N1N=C(c2ccc(C)cc2)CC1c1ccc(OC)c(OC)c1 (configuration not stated) | 0.0% | 0% | -19% | 10% | -7% | 1% | 3%
O=C(CNc1ccc2ccccc2c1)N/N=C/c1ccc([N+](=O)[O-])o1 | -0.3% | 4% | -1% | 0% | -28% | -1% | -12%
Clc1ccc(-c2noc(/C=C/c3ccccc3)n2)cc1 | -1.7% | 9% | nt | nt | 7%[9.22 µM] | nt | -11%
CCOCCCNC(=O)C(NC(=O)c1ccc(NC(C)=O)cc1)c1ccccc1 (configuration not stated) | -1.1% | 1% | -4% | -7% | -9% | -1% | 11%
COc1ccc(-c2nnc(SCC(=O)N/N=C/c3ccccc3C(=O)O)n2-c2ccccc2)cc1 | 2.9% | 8% | nt | -9% | 19% | 4% | 8%
COc1ccc(/C=N/NC(=O)c2ccc(Cl)cc2)cc1COC(C)=O | -2.0% | 8% | -9% | 9% | 4% | -4% | -5%
Cc1cc(C(=O)CSc2n[nH]c(N)n2)c(C)n1-c1cccc(F)c1 | -1.0% | -15% | -8% | 10%[38.3 µM] | -3% | 0% | -5%[46.1 µM]
CC1=C(C#N)CCC(=O)N1Cc1c(F)cccc1Cl | -0.1% | 6% | ? | 1% | 14% | -1% | 16%
COc1ccc(N2CCN(C(=O)Cn3cnc4c(cnn4-c4ccc(C)cc4)c3=O)CC2)cc1 | 0.0% | 1% | nt | -5% | 7% | 0% | 4%
COc1cc(/C=N/NC(=O)NC2CCCCC2)cc(OC)c1O | 0.5% | 2% | nt | nt | -13%[9.22 µM] | nt | -10%
CCc1nc(C)cn1S(=O)(=O)c1cc([N+](=O)[O-])ccc1Cl | 1.7% | 4% | ? | 5% | ? | 2% | 27%
Cc1ncc([N+](=O)[O-])n1CCOC(=O)Nc1ccc(Cl)c(Cl)c1 | 0.0% | -2% | 22% | 14%[38.3 µM] | -7% | -1% | -18%[46.1 µM]
COC(=O)c1ccc(Oc2nc(Nc3ccc(C)c(C)c3)nc(N(C)C)n2)cc1 | -1.0% | 2% | ? | 36%[activator][38.3 µM] | 3% | -4% | -21%[46.1 µM]
CCCCc1nc(Cl)c(C#N)c2c1CCC2 | -1.1% | 8% | nt | nt | -23%[9.22 µM] | nt | -16%
Cc1ccc(C(=O)N/C(=C/c2ccco2)C(=O)O)cc1 | 1.0% | 2% | -6% | -9% | -12% | 6% | 1%[46.1 µM]
COc1ccc(N2CCN(CCCNC(=O)C3CCN(S(=O)(=O)N4CCOCC4)CC3)CC2)cc1 | -2.0% | -1% | nt | 0% | -16% | 0% | 12%
CC1CCN(S(=O)(=O)N2CCC(C(=O)NCc3cccnc3)CC2)CC1 | -3.1% | 13% | nt | nt | -30%[9.22 µM] | nt | 5%
More compounds follow:
SMILES | Epigenetic reg | CBFb-RUNX1 inh | LMNA splice mod | IMPase Li inh | HttQ103 aggreg | KinaseGlo FLuc | NPSR antagonist
Cc1ccc2c(CSc3nnc(C4CC4)n3N)cc(=O)oc2c1C | -3.5% | 3% | 13% | -14%[38.3 µM] | -14% | 11% | -17%[46.1 µM]
Cc1ccc2c(c1)C(c1ccncc1)=NNC(c1cccnc1)=N2 | -3.6% | 2% | ? | 6% | -6%[9.22 µM] | 0% | 7%
Cc1c(O)c(S(=O)c2ccccc2)c(=O)n(-c2ccccc2)c1-c1ccccc1 (configuration not stated) | -1.9% | -17% | -13% | -14% | -12% | -1% | -9%
COc1cc2c(cc1OC)C(c1ccsc1)CC(=O)N2 (configuration not stated) | -1.0% | 2% | -5% | 7%[38.3 µM] | -16% | 0% | 4%[46.1 µM]
COc1ccc(C(=O)NCc2nnc(SCC(=O)Nc3nnc(C)s3)o2)cc1OC | 17% | 3% | nt | 8% | 13% | 1% | 26%
COc1cc(CN2CCN(Cc3ccc(C)cc3)C(CCO)C2)ccc1O (configuration not stated) | 1.1% | 6% | -5%[46 µM] | 8% | -1%[9.22 µM] | -1% | 10%

Some of these compounds in order of number of heavy atoms, high to low.
SMILES | Epigenetic reg | CBFb-RUNX1 inh | LMNA splice mod | IMPase Li inh | HttQ103 aggreg | KinaseGlo FLuc | NPSR antagonist
O=C(CN(Cc1ccccc1)S(=O)(=O)c1ccc(F)cc1)NCCC1=CCCCC1 | -1.1% | 14% | 21% | 16%[38.3 µM] | -26% | 4% | ?
O=C(N/N=C\c1ccc(Cl)cc1Cl)c1sccc1-n1cccc1 | -0.9% | -16% | 2% | 11%[38.3 µM] | -20% | 3% | ?
CC1(c2cccs2)CC(c2cccs2)=C(C#N)C(=O)N1 (configuration not stated) | 0.3% | 4% | 17% | -2%[38.3 µM] | -7% | 1% | -25%[46.1 µM]

The list is partial; rates above refer to the full screens.
